High-throughput results (PubChem)
MT1-MMP txn act – MT1-MMP promoter transcription activation; HT1080 MT1-MMP promoter luciferase reporter, luminescence, overnight; hits give high values; activation factor at 10 µM; hit rate 0.16% among 86,000; AID 750;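 active means activation factor of at least 2 for MT1-MMP transcription at 10 µM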
* = called active by the depositor.

How did CC(=O)OCC(=O)[C@@]1(O)CC[C@H]2[C@@H]3CCC4=CC(=O)C=C[C@]4(C)[C@H]3[C@@H](O)C[C@@]21C do in these assays?
MT1-MMP txn act: 1.2

Results for Cc1cnc(C(=O)NCCc2ccc(S(=O)(=O)NC(=O)NC3CCCCC3)cc2)cn1 ?
MT1-MMP txn act: 1.2

What do the screens show for `COc1ccc(-c2cc(NCc3ccccn3)n3ncnc3n2)cc1`?
MT1-MMP txn act: 1

How did O=C(CCn1c(=S)[nH]c2cc3c(cc2c1=O)OCO3)NCCN1CCCC1 do in these assays?
MT1-MMP txn act: 1

What do the screens show for `C[C@@H](C(=O)NCC1CC1)[C@H]1C[C@]1(C)[C@H](NC(=O)OCc1ccccc1)c1ccccc1`?
MT1-MMP txn act: 1.1

Results for O=C1CN(/N=C/c2ccc([N+](=O)[O-])o2)C(=O)N1 ?
MT1-MMP txn act: 1.1

How did COc1ccc(-c2cn3c(C)c(C(=O)N4CCN(c5ccc(OC)cc5)CC4)sc3n2)cc1 do in these assays?
MT1-MMP txn act: 1

What do the screens show for `COC(=O)c1ccc(C(NC(=O)OCc2ccccc2)/C(I)=C/[C@@H](C)C(=O)NCc2cc(C)n(C)n2)cc1` (some centres not stated)?
MT1-MMP txn act: 1.1

Results for CC(=O)N1[C@H](Cc2ccccc2)C=C[C@]1(C)C(=O)NCCc1c[nH]c2ccccc12 ?
MT1-MMP txn act: 1

How did Cc1cc(Nc2cc(F)ccc2C)n2nc(C)nc2n1 do in these assays?
MT1-MMP txn act: 1.1

Results for CCC1=C(OC(=O)N(CC)CC)N2C(=O)OC(=NCCOC)[C@]2(Cc2ccccc2)[C@H]2C1=CC[C@H]1C(=O)N(C)C(=O)[C@H]12 ?
MT1-MMP txn act: 1.1

Results for COC(=O)c1ccccc1Nc1cc(C)nc2nc(C)nn12 ?
MT1-MMP txn act: 1.1

How did Cc1ccc(C)c(N2CCN(c3cc(C)nc4nnnn34)CC2)c1 do in these assays?
MT1-MMP txn act: 1.2

Results for O=C(Cn1cnc2c(nnn2Cc2ccccc2)c1=O)N1CCCc2ccccc21 ?
MT1-MMP txn act: 1.1

How did CC1=C(C(=O)OCc2ccccc2)C(c2ccc([N+](=O)[O-])cc2)NC(=O)N1CCCCCC(=O)O (configuration not stated) do in these assays?
MT1-MMP txn act: 1.1

What do the screens show for `CC(=O)OCC[N+](C)(C)C`?
MT1-MMP txn act: 1.2

How did C[C@H](CO)NC(=O)[C@@H]1C[C@H]1[C@@H](NP(=O)(c1ccccc1)c1ccccc1)c1ccccc1 do in these assays?
MT1-MMP txn act: 1.2

How did COc1ccccc1N1CCN(CC(O)COc2cccc3ccccc23)CC1 (configuration not stated) do in these assays?
MT1-MMP txn act: 0.9

How did COC(=O)C1(CC(C)C)C=CC[N+]1(C)C (configuration not stated) do in these assays?
MT1-MMP txn act: 1.1

What do the screens show for `CCOC(=O)c1cn2c3c(c(F)c(F)c(F)c3c1=O)SC(N1CCCC1)=N2`?
MT1-MMP txn act: 1.2

Results for CC1CCN(c2nnc(N3CCC(C)CC3)c3ccccc23)CC1 ?
MT1-MMP txn act: 1.1

How did CCC(=O)N1CCN(CCN=Cc2c(O)n(C3CCCCC3)c(=O)n(C3CCCCC3)c2=O)CC1 do in these assays?
MT1-MMP txn act: 1

How did Clc1ccc(Cc2nnc(-c3ccccc3Br)o2)cc1 do in these assays?
MT1-MMP txn act: 1.2

Results for CCNC(=O)c1cc2c(=O)n3cccc(C)c3nc2n1C ?
MT1-MMP txn act: 1

What do the screens show for `Cc1csc2ncc(C(=O)NCc3ccccc3Cl)c(=O)n12`?
MT1-MMP txn act: 1.2

How did O=c1c(O)c(-c2ccc(O)cc2O)oc2cc(O)cc(O)c12 do in these assays?
MT1-MMP txn act: 1.1

What do the screens show for `COc1ccc(N=Cc2c(O)n(-c3cccc(C)n3)c(=O)c3ccccc23)cc1`?
MT1-MMP txn act: 1.1

How did O=C1OCCN1/N=C/c1ccc([N+](=O)[O-])o1 do in these assays?
MT1-MMP txn act: 1.2

How did COC(=O)[C@H]1C[C@@H]1[C@H](NS(=O)(=O)c1ccc(-c2ccccc2)cc1)c1ccccc1 do in these assays?
MT1-MMP txn act: 1.2

How did CC1=C(C(=O)OCc2ccccc2)C(c2ccccc2)NC(=O)N1CCCCCC(=O)O (configuration not stated) do in these assays?
MT1-MMP txn act: 1

How did COc1cccc(CNC(=O)C2CCN(S(=O)(=O)c3cccc4cccnc34)CC2)c1 do in these assays?
MT1-MMP txn act: 1.1

How did COC(=O)c1ccc(C23CC4(C2)[C@H](CN(C)[C@@H]4c2ccccc2)C3c2ccccc2)cc1 (some centres not stated) do in these assays?
MT1-MMP txn act: 1.1

What do the screens show for `CC(=O)O[C@]1(C(C)=O)CC[C@H]2[C@@H]3C=C(C)C4=CC(=O)CC[C@]4(C)[C@H]3CC[C@@]21C`?
MT1-MMP txn act: 1

What do the screens show for `CCCN1[C@H](C(=O)OC)C[C@@]2(O)[C@@H](O)[C@@H](O)[C@@H](O)C[C@@H]12`?
MT1-MMP txn act: 1.2

Results for O=C(Cc1c(C(=O)O)[nH]c2ccccc12)NC1CCN(Cc2ccccc2)CC1 ?
MT1-MMP txn act: 1.1

What do the screens show for `C[C@]12C[C@H](O)[C@H]3[C@@H](CCC4=CC(=O)CC[C@@]43C)[C@@H]1CC[C@@H]2C(=O)CO`?
MT1-MMP txn act: 1.1

How did FC(F)(F)c1ccc(C2[C@H]3CN(Cc4cccnc4)[C@H](c4ccccc4)C34CC2(c2ccccc2)C4)cc1 (some centres not stated) do in these assays?
MT1-MMP txn act: 1.1

Results for Cc1cc(Nc2cccc(C)c2C)n2ncnc2n1 ?
MT1-MMP txn act: 1

Results for O=C(CSc1nnc(Cn2c(=O)sc3ccccc32)n1-c1ccccc1)N1CCCC1 ?
MT1-MMP txn act: 1.1

How did COC(=O)C1=C(C)N(CCCC(=O)O)C(=O)NC1c1ccc(C(F)(F)F)cc1 (configuration not stated) do in these assays?
MT1-MMP txn act: 1.2

What do the screens show for `COc1ccc(/C(O)=C2/C(=O)C(=O)N(CCCN(C)C)C2c2cccc(Cl)c2)cc1OC` (configuration not stated)?
MT1-MMP txn act: 1.1

How did O=C1NC2c3ccccc3C(=O)N2c2c1cnn2-c1ccccc1 (configuration not stated) do in these assays?
MT1-MMP txn act: 1.2

What do the screens show for `COc1ccccc1N1CCN(C(=O)c2cc(-c3cccs3)on2)CC1`?
MT1-MMP txn act: 1.3

How did CC1C/C=C/C=C/C=C/C=C/C(O[C@@H]2O[C@H](C)[C@@H](O)[C@H](N)[C@@H]2O)CC2OC(O)(CC(O)CC3OC3/C=C/C(=O)O1)CC(O)C2C(=O)O (some centres not stated) do in these assays?
MT1-MMP txn act: 1.1

Results for COc1ccc(N2CCN(c3cc(C)c4ccc(O)cc4n3)CC2)cc1 ?
MT1-MMP txn act: 1

How did CC1(C)S[C@@H]2[C@H](NC(=O)[C@H](N)c3ccc(O)cc3)C(=O)N2[C@H]1C(=O)O do in these assays?
MT1-MMP txn act: 1.1

Results for Cn1c(=O)cc(SCC(=O)N2CCN(C3CCCCC3)CC2)c2ccccc21 ?
MT1-MMP txn act: 1.2

How did Cc1ccc(N(CC(N)=O)C2SC(=O)NC2=O)cc1 (configuration not stated) do in these assays?
MT1-MMP txn act: 1.3

How did CCN(CC)C(=O)c1ccc(O)c(OC)c1 do in these assays?
MT1-MMP txn act: 1

Results for Cc1nnc(NC(=O)CSc2nnc(Cc3cccn3C)n2-c2cccc(C)c2C)s1 ?
MT1-MMP txn act: 1.1

What do the screens show for `CC(=O)c1sc(N2C(=O)c3oc4ccccc4c(=O)c3C2c2ccc(C)o2)nc1C` (configuration not stated)?
MT1-MMP txn act: 1.7

How did O=C1OC(c2ccc(O)cc2)(c2ccc(O)cc2)c2ccccc21 do in these assays?
MT1-MMP txn act: 1.2

Results for CCCC[C@@H]1C[C@H]1C(NC(=O)c1ccco1)c1ccc(-c2ccccc2)cc1 (some centres not stated) ?
MT1-MMP txn act: 1

How did Cc1ccc2c(c1)N(CCCC(=O)NCc1ccc3c(c1)OCO3)C(=O)CO2 do in these assays?
MT1-MMP txn act: 1.2

What do the screens show for `CC(=O)Nc1cccc(NC(=O)CSc2nn3c(=O)c(C)nnc3s2)c1`?
MT1-MMP txn act: 1.1

What do the screens show for `COc1ccc(OC)c(-n2c(SCC(=O)N3CCc4ccccc43)nc3c(c2=O)SCC3)c1`?
MT1-MMP txn act: 1

Results for Cc1cccn2c(=O)c3cc(C#N)c(=N)n(Cc4ccncc4)c3nc12 ?
MT1-MMP txn act: 1

Results for CC(=O)NS(=O)(=O)c1ccc(N)cc1 ?
MT1-MMP txn act: 1.1

How did CC1Oc2ccccc2N(Cc2ccccc2Cl)C1=O (configuration not stated) do in these assays?
MT1-MMP txn act: 1

Results for COc1ccc(Cl)cc1C(=O)Nc1cc(=O)n(C)c(=O)n1C ?
MT1-MMP txn act: 1.1

How did Cc1ccc2oc(=O)c3cc(C(=O)N4CCN(C(=O)c5ccco5)CC4)sc3c2c1 do in these assays?
MT1-MMP txn act: 1.1

Results for CCOC(=O)N1CCC(N2C(=O)c3ccc(C(=O)NC4CCCCCC4)cc3C2=O)CC1 ?
MT1-MMP txn act: 1

What do the screens show for `CCC1=C2CC[C@H]3C(=O)N(c4ccccc4)C(=O)[C@H]3[C@H]2[C@@]2(Cc3ccccc3)C(=NCC3CC3)OC(=O)N2C1=O`?
MT1-MMP txn act: 1

What do the screens show for `O=C(Nc1nc(-c2ccccn2)cs1)c1ccc(S(=O)(=O)N2CCCCC2)cc1`?
MT1-MMP txn act: 0.8

How did CCCCCCN(C(=O)CCCCCN1C(=O)NC(c2ccc(-c3ccccc3)cc2)C(C(=O)OCc2ccccc2)=C1C)C(C(=O)NCCCC)c1ccc(OCC(=O)OC)cc1 (configuration not stated) do in these assays?
MT1-MMP txn act: 1.1

What do the screens show for `CCC(CC)C(=O)NCCc1cc2c(C)ccc(C)c2[nH]c1=O`?
MT1-MMP txn act: 1.1

How did COc1cccc(-c2nnc(NC(=O)c3ccccc3Br)o2)c1 do in these assays?
MT1-MMP txn act: 1.1

How did CCc1cc2c(=O)c(-c3nc4ccccc4n3C)coc2c(CN2CCOCC2)c1O do in these assays?
MT1-MMP txn act: 1.1

What do the screens show for `O=C(c1ccc(-c2ccccc2)cc1)N1CCN(c2nc3ccccc3o2)CC1`?
MT1-MMP txn act: 1.2

Results for CCC/C=C(\CCC)C(NS(=O)(=O)c1ccc(Cl)cc1)c1ccccc1 (configuration not stated) ?
MT1-MMP txn act: 1.2

How did COC(=O)c1ccc(C(NC(=O)OCc2ccccc2)/C(C)=C/[C@@H](C)C(=O)NCc2cc(F)cc(F)c2)cc1 (some centres not stated) do in these assays?
MT1-MMP txn act: 1.1

What do the screens show for `CCCC[C@@H]1C[C@H]1C(NC(=O)c1ccccc1)c1ccc(C(=O)OC)cc1` (some centres not stated)?
MT1-MMP txn act: 1.2

How did COCCNC(=O)C(C#N)c1nc2ccccc2nc1N1CCN(Cc2ccc3c(c2)OCO3)CC1 (configuration not stated) do in these assays?
MT1-MMP txn act: 0.9

What do the screens show for `COC(=O)CNC(=O)[C@@]1(C)C=C[C@@H](Cc2ccccc2)N1C(C)=O`?
MT1-MMP txn act: 1.1

What do the screens show for `c1ccc(SSc2ccccc2)cc1`?
MT1-MMP txn act: 1

How did COc1cc(/C=N/n2cnnc2)ccc1OCC(=O)N1CCOCC1 do in these assays?
MT1-MMP txn act: 1.1

How did C[C@@H](C(=O)O)[C@H]1C[C@]1(C)[C@H](NC(=O)OCc1ccccc1)c1ccccc1 do in these assays?
MT1-MMP txn act: 1.2

Results for COc1ccc(C(c2sc3nc(C)nn3c2O)N2CC(C)OC(C)C2)cc1OC (configuration not stated) ?
MT1-MMP txn act: 1

How did COC(=O)N1CC=CC1(C)C(=O)O (configuration not stated) do in these assays?
MT1-MMP txn act: 1

Results for CCC1(c2ccccc2)C(=O)NCNC1=O ?
MT1-MMP txn act: 1.1

What do the screens show for `Cc1cc(Nc2ccc(Br)cc2F)n2ncnc2n1`?
MT1-MMP txn act: 1

Results for Cc1cc(C)n(-c2nc3ccccc3nc2N2CCOCC2)n1 ?
MT1-MMP txn act: 1.1

Results for CCOC(=O)N1c2ccccc2C=CC1OCC (configuration not stated) ?
MT1-MMP txn act: 1

How did C=CCN(CC=C)c1nc2ccccc2nc1C(C#N)C(=O)OC(C)C (configuration not stated) do in these assays?
MT1-MMP txn act: 1.1

What do the screens show for `CCC1=C2CC[C@H]3C(=O)N(C)C(=O)[C@H]3[C@H]2[C@@]2(Cc3ccccc3)C(=NCC3CC3)OC(=O)N2C1=O`?
MT1-MMP txn act: 1.3

What do the screens show for `Cc1ccc(C2CC(c3ccccc3C)n3nc(N)nc3N2)cc1` (configuration not stated)?
MT1-MMP txn act: 1.1

How did CCOC(=O)C1=C(C)N(Cc2ccc(C(=O)O)cc2)C(=O)NC1c1ccc([N+](=O)[O-])cc1 (configuration not stated) do in these assays?
MT1-MMP txn act: 1.2

What do the screens show for `COc1ccc(-c2nc(N3CCOCC3)nc3nn4c(C)c(CCC(=O)O)c(C)nc4c23)cc1`?
MT1-MMP txn act: 1.1

An excerpt; the hit share may differ from the screen's.
